From PubChem BioAssay
PKA-R2B act – PKA-R2B complex activation | actives 0.079% (n = 340,000) | activation, % at 11.4 µM | P22694+P31323 | PKA-R2B holoenzyme dissociation, Cy5-IP20 fluorescence polarization; R2B truncated from residue 108, S112A mutant; 0% DMSO only, 100% 113 µM cGMP;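 active = activation above a cutoff set at the mean over all compounds plus 3 SD, cut at about 18% in these data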;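 also: higher means more holoenzyme dissociation and a rise in polarization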
Target sequence (P31323 whole entry, looked up, other chains not shown, the tested form may be a part): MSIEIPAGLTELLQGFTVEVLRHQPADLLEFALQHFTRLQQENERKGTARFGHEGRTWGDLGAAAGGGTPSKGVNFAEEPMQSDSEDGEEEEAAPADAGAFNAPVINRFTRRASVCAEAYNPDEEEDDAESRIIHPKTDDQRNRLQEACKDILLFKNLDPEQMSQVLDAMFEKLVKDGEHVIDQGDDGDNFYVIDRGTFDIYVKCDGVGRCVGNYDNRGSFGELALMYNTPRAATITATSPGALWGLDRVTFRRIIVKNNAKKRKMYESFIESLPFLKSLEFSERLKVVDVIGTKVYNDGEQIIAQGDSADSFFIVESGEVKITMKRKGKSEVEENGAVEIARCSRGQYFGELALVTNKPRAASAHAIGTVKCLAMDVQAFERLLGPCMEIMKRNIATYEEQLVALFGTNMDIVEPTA
CAL PDZ FP-1 – inhibitors of human CAL PDZ peptide binding; purified CAL PDZ, TMR-peptide fluorescence polarization, 1 h; AID 504414; inhibition, % at 20 µM; actives 0.02% (n = 330,000);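 active = highest replicate inhibition of at least 40%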;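 also: plate controls were DMSO neutral control wells for no effect and unlabeled competitor peptide control wells for full effect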
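Material – purified CerCALP PDZ construct · Detection – FP readout, S and P plane fluorescence · Measure – percent inhibition from loss of millipolarization · Controls – unlabelled peptide for full inhibition, DMSO wells as neutral · Probe or stimulus – TMR-labelled reporter peptide T*-PRC34 bound in PDZ groove · Times – 1 h at RT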
cardiac RTF act – increases calcium sensitivity of human cardiac regulated thin filaments. actives 0.24% (n = 340,000). IANBD-labeled TnC RTF fluorescence at EC20 calcium; 0% EC20 calcium, 100% full calcium. P19429+P45379. activation, % at 7.2 µM;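 active = activation above the mean over all tested compounds plus 3 SD, cut at about 30% in these data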;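 also: rise in fluorescence read as greater calcium sensitivity of cardiac thin filaments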
CAL PDZ FP-2 – CAL PDZ (human) peptide binding inhibition. Q9HD26. purified CAL PDZ, TMR-peptide fluorescence polarization, 1 h. inhibition, % at 24.9 µM. actives 0.92% (n = 300,000). AID 602252;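 active = mean inhibition of at least 30% with at least half of replicates also reaching 30%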;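 also: 0% = DMSO neutral control and 100% = excess unlabeled competitor peptide PRC23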
LANA DNA inh – inhibitors of KSHV LANA C-terminal domain DNA binding; inhibition, % at 9 µM; MBP-C-LANA/FAM-LBS DNA binding, fluorescence polarization; actives 0.078% (n = 340,000);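 active = highest replicate inhibition at or above 60% at 9 µM, even if other replicates fall short; inactive = all replicates below 60% inhibition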;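 also: 0% = neutral control wells and 100% = 4 µM acridine orange control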
SR-BI DiI-HDL act – SR-BI HDL lipid transfer activation | CHO ldlA[mSR-BI] cells, DiI-HDL uptake fluorescence, 3 h; 100 = double the neutral-control signal | activation, % at 12.5 µM | actives 0.096% (n = 320,000) | AID 504775;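 active = mean replicate activation of at least 60% and every replicate at or above 60%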;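 also: 0% = median plate neutral-control signal and 100% = twice that signal; values of inactives mirror those of a sister screen read the other way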
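Test system: SR-BI-overexpressing, LDLR-lacking CHO cells. Measured by: DiI fluorescence, bottom read. Medium: Ham's F12 with 0.5% BSA, HEPES 25 mM, pH 7.4. Timing: 3 h uptake period with compound, 37 °C.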
Rtt109 Vps75 – C. albicans Rtt109 histone acetyltransferase inhibition; Q5AAJ8; purified Rtt109/Vps75, ThioGlo CoA-SH fluorescence, 4 h; inhibition, % at 34.9 µM; actives 0.16% (n = 330,000);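 active = inhibition of at least 50% in every replicate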
Keap1-Nrf2 PPI – inhibitors of human Keap1-Nrf2 protein-protein interaction; actives 0.15% (n = 340,000); Keap1 Kelch-Nrf2 peptide fluorescence polarization, 1536-well; AID 504523; inhibition, % at 9.4 µM; in the data active = inhibition above about 12%;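 also: human Keap1 Kelch domain with fluorescein labeled Nrf2 9mer peptide probe; 0% = neutral control wells and 100% = peptide positive control; higher means more block of Keap1 binding to Nrf2 peptide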
Target sequence (Q14145 whole entry, looked up, the tested form may be a part): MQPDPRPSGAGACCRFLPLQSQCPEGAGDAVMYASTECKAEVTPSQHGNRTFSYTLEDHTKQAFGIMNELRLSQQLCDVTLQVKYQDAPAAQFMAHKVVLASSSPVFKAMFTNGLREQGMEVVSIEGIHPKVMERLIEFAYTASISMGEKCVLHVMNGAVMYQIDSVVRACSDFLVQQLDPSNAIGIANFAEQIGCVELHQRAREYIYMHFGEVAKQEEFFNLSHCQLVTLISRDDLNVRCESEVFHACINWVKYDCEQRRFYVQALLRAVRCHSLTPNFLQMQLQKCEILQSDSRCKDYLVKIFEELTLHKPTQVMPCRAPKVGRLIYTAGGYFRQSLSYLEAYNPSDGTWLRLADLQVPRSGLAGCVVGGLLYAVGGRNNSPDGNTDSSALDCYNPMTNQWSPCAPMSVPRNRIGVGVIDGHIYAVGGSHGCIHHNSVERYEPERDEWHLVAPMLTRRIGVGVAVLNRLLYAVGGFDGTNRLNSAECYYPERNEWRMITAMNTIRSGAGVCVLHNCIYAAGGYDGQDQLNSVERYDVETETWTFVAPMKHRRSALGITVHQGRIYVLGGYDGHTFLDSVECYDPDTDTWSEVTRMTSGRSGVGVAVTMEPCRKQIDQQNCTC
DAGLB inh – diacylglycerol lipase beta (human) inhibition. actives 0.059% (n = 340,000). inhibition, % at 5.17 µM. HEK293T DAGLB membrane lysate, EnzChek fluorogenic substrate. Q8NCG7; in the data active = inhibition above about 34%;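 also: 0% = enzyme with vehicle and 100% = wells lacking enzyme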
RTF Ca sens inh – cardiac RTF calcium desensitization; inhibition, % at 7.15 µM; IANBD-labeled cardiac RTF, Ca2+ fluorescence; P19429+P45379; actives 0.12% (n = 340,000);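 active = inhibition above the mean inhibition of all tested compounds plus 3 SD, cut at about 17% in these data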;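 also: assay run at fixed EC70 calcium of 1.6 mM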
Numbers without * were called inactive; . = no result given.

Start of the data: the first three entries as a preview:
SMILES	PKA-R2B act	CAL PDZ FP-1	cardiac RTF act	CAL PDZ FP-2	LANA DNA inh	SR-BI DiI-HDL act	Rtt109 Vps75	Keap1-Nrf2 PPI	DAGLB inh	RTF Ca sens inh
CCOC(=O)c1ccc(S(=O)(=O)N2CCN(C(=O)c3cccc(S(=O)(=O)N4CC(C)OC(C)C4)c3)CC2)cc1 (stereo not given)	-5.9	-0.9	-6.6	0.9	-0.1	-6.2	10.4	0.2	-0.3	-2.1
COc1ccc(CCC(C)Nc2cccc(F)c2)cc1 (stereo not given)	13.8	-0.6	-5.3	-5.2	0.3	-5.9	-30.9	0.7	-14.4	0.6
N#Cc1c(NC(=O)CN2CCOCC2)oc(-c2ccccc2)c1-c1ccccc1	3.3	-0.6	-2.6	-2.9	-1.5	-12.0	10.6	-3.0	-3.1	-10.1

All compounds of this part (from the top)
SMILES	PKA-R2B act	CAL PDZ FP-1	cardiac RTF act	CAL PDZ FP-2	LANA DNA inh	SR-BI DiI-HDL act	Rtt109 Vps75	Keap1-Nrf2 PPI	DAGLB inh	RTF Ca sens inh
CCOC(=O)c1ccc(S(=O)(=O)N2CCN(C(=O)c3cccc(S(=O)(=O)N4CC(C)OC(C)C4)c3)CC2)cc1 (stereo not given)	-5.9	-0.9	-6.6	0.9	-0.1	-6.2	10.4	0.2	-0.3	-2.1
COc1ccc(CCC(C)Nc2cccc(F)c2)cc1 (stereo not given)	13.8	-0.6	-5.3	-5.2	0.3	-5.9	-30.9	0.7	-14.4	0.6
N#Cc1c(NC(=O)CN2CCOCC2)oc(-c2ccccc2)c1-c1ccccc1	3.3	-0.6	-2.6	-2.9	-1.5	-12.0	10.6	-3.0	-3.1	-10.1
O=C(CN(C(=O)CCC(=O)Nc1ccccn1)C1CCCC1)NCc1ccccc1	-11.5	-1.1	-4.4	.	0.5	.	-5.1	4.9	-0.8	-2.3
Cc1nc(NC(=O)COC(=O)C2CC2C)c(Cl)cc1Cl (stereo not given)	5.0	-0.8	0.1	1.3	0.0	10.4	2.9	-2.5	0.5	1.2
CCOc1ccc(OCC)c(NC(=O)CCNS(=O)(=O)c2cc(Br)cnc2N)c1	-15.0	-2.5	-0.3	-1.3	1.0	-19.8	2.4	-4.5	-0.7	6.1
CC1Cc2ccccc2N1C(=O)CN1C(=O)CN(C)C(=O)c2ccccc21 (stereo not given)	-10.3	1.0	10.9	.	0.2	-0.9	-7.1	4.7	-3.9	-6.9
CN(C)C(=O)CSc1nc2ccccc2c(=O)[nH]1	-2.7	1.2	2.0	-4.5	3.0	4.4	5.6	0.4	-1.1	4.9
CCOC(=O)Cn1cnc2c(nnn2-c2ccc(C)cc2)c1=O	0.6	.	-1.9	-2.3	1.3	-0.8	-4.5	-0.5	-6.2	-2.5
CCCOc1ccc(OCC(=O)c2[nH]c(C)c(C(C)=O)c2C)cc1	-5.9	-0.8	4.7	.	0.5	-7.7	1.7	-2.6	-1.8	-0.3
COc1cccc(Nc2c([N+](=O)[O-])cncc2[N+](=O)[O-])c1	-11.9	-4.7	4.0	8.7	0.9	17.7	8.1	-8.1	2.5	-0.5
CC(=O)Nc1c(Cl)cc2c(c1Cl)Cc1cc(C#N)ccc1-2	-9.6	-1.3	-5.1	-8.2	-0.8	-46.2	8.3	-5.3	3.6	-5.6
Cc1cc(NCCNC2=CC(=O)CCC2)nc2ccccc12	4.7	-6.6	-1.1	.	0.1	-9.5	-0.4	4.4	-1.1	-13.6
CCOc1ccc(S(=O)(=O)N(CC)CC(=O)NCc2cccnc2)cc1	3.4	-2.4	-4.9	-2.3	1.3	.	9.6	-7.0	-1.5	-13.8
COc1ccc(CCNC(=O)CCn2c(SCC#N)nc3ccccc3c2=O)cc1OC	5.6	-2.4	-0.7	1.2	1.9	-22.4	.	3.8	3.3	-0.7
COC(=O)CSc1nnnn1-c1ccccc1	7.9	-1.4	-0.5	1.8	0.2	.	-1.5	-2.8	-1.1	2.7
Cc1ccc(NS(=O)(=O)c2cc(C(=O)NCc3cccnc3)ccc2C)cc1	-5.2	-1.1	2.3	-8.1	-0.9	7.0	2.4	-1.9	0.7	-2.9
CCc1nnc(SCC(=O)NC2CC2)n1CC	-13.9	-2.4	-1.4	-1.8	0.6	2.5	7.5	2.9	-4.0	-1.0
O=C(Nc1ccc(N2CCOCC2)c(S(=O)(=O)Nc2ccc(Cl)cc2)c1)c1cnccn1	-6.1	-3.8	-4.0	1.1	-0.7	.	7.6	-4.7	4.1	-5.0
COc1ccc(CSc2ccc(-c3nc4ccccn4c3NCc3ccccc3)cc2OC)cc1	-1.3	0.6	-5.6	0.1	0.1	-65.7	-9.2	-8.3	-3.0	-24.3
Cc1cc(C)c2nc(-c3ccccn3)cc(C(=O)Nc3ccc(S(=O)(=O)Nc4cc(C)on4)cc3)c2c1	0.9	-3.5	-0.2	-2.1	0.3	-14.1	21.3	0.9	8.4	4.5
COc1cccc(C2C(C(N)=O)=C(C)Nc3nc(CCCO)nn32)c1 (stereo not given)	-14.8	-1.3	-0.3	-5.7	-0.9	17.1	-8.8	-1.0	-1.5	-3.9
CCC(Sc1nc2cc3c(cc2c(=O)n1Cc1ccco1)OCO3)C(=O)NCCOC (stereo not given)	-6.0	-0.6	5.3	3.3	-0.7	-13.1	4.1	-10.6	1.7	-1.4
N#CC1(NC(=O)COC(=O)c2cc(=O)[nH]c3ccccc23)CCCCC1	-2.6	-1.7	2.6	32.3*	0.4	3.1	-1.4	-1.0	-2.6	2.5
CC(=O)c1cccc(NC(=O)N2CCC(NC(=O)c3ccco3)CC2)c1	-8.0	-2.6	4.5	0.5	-0.3	-8.7	-9.0	-2.1	0.6	-4.4

Other records.
SMILES	PKA-R2B act	CAL PDZ FP-1	cardiac RTF act	CAL PDZ FP-2	LANA DNA inh	SR-BI DiI-HDL act	Rtt109 Vps75	Keap1-Nrf2 PPI	DAGLB inh	RTF Ca sens inh
CCc1noc(C)c1C(=O)NC1CCCc2c1cnn2-c1ccc(C(C)(C)C)cc1 (stereo not given)	-6.7	0.4	-0.4	8.7	0.8	2.3	-2.0	-0.5	-1.1	-1.4
O=C(Nc1nc(-c2nc3ccccc3s2)cs1)c1ccc(S(=O)(=O)N2CCOCC2)cc1	-9.8	-3.5	4.8	-1.8	-0.5	-41.7	62.1*	-6.6	-4.0	1.1
NC(=NCCc1c[nH]c2ccccc12)NS(=O)(=O)c1cc(F)ccc1F	-14.8	-0.2	6.0	-1.5	0.1	20.4	10.8	2.9	-2.7	16.4
COc1cc(CNc2ccc(N3CCCCC3)cc2)ccc1OCC(=O)NC(C)(C)C	-8.1	0.1	-1.0	.	-1.7	-45.0	0.3	-7.4	14.4	3.5
O=C(N/N=C/c1cccc([N+](=O)[O-])c1)c1cccc2cc[nH]c12	-0.4	-0.7	-0.1	4.7	0.9	-26.4	2.3	-1.9	-1.0	-4.4
O=C(OCn1nnc2ccccc2c1=O)c1ccc2ccccc2n1	3.4	-1.1	-0.9	-2.0	-1.2	-1.2	1.7	3.0	-1.1	-4.2
O=C(O)c1cn[nH]c1-n1cnnn1	-5.7	-1.4	-2.5	.	0.3	17.9	0.5	2.3	-0.3	-6.3
O=C(N/N=C/c1ccc(COc2ccc(Br)cc2)o1)c1ccco1	-8.2	0.1	1.1	-5.3	-0.9	-18.1	-2.8	0.6	-0.4	1.3
CCN(CC(=O)Nc1ccc(OC)cc1)C(=O)Cc1ccc(OC)c(S(=O)(=O)N2CCOCC2)c1	-6.0	-0.1	0.7	-1.2	1.0	14.6	-3.2	-6.1	0.5	3.6
Cn1ccc(C(=O)Nc2ccc(Br)cc2Br)n1	-6.0	-1.6	11.9	-4.2	0.1	-21.1	-3.0	0.0	-4.0	11.8
COc1ccc(C2N(c3ccc(OC)cc3)C(=S)N3CCCN23)cc1 (stereo not given)	9.0	-0.4	-0.5	-6.3	-0.7	13.7	-0.3	2.2	0.4	-7.6
Cc1cccc(NC(=S)N(Cc2ccc(Br)cc2)Cc2ccc(C(=O)O)cc2)c1	-1.8	-0.1	0.1	-0.3	-0.6	6.5	.	1.6	3.1	4.7
COc1ccc(C(=O)N2CCN(S(=O)(=O)c3cc(Cl)ccc3OC)CC2)cc1	1.0	-2.7	2.3	-5.7	-0.8	-17.3	13.8	0.3	-0.3	-7.6
COC(=O)/C(C#N)=C/c1c(Oc2cccc(C)c2C)nc2ccccn2c1=O	-0.8	-0.6	-4.8	1.4	0.6	16.8	-3.7	2.6	2.0	-8.3
CCOC(=O)C1CCCN(C(=O)Cn2cccc2C(=O)c2ccccc2)C1 (stereo not given)	-0.6	-0.2	0.3	-0.9	-0.3	0.1	-3.2	-3.9	-2.1	2.9
CC1=C(C(=O)OCC2CCCO2)C(c2ccsc2)C2=C(CCCC2=O)N1 (stereo not given)	2.0	-1.1	11.2	.	1.3	-0.6	-11.8	0.6	-3.6	-9.7
COc1ccc(N(CC(=O)NCc2ccc(F)cc2)C(=O)CCC(=O)Nc2ccccn2)cc1	-6.9	2.1	6.8	-3.1	1.2	.	3.4	-1.2	0.0	-12.2
COc1cccc(CNC(=O)CN2C(=O)COc3ccc(S(=O)(=O)N4CCCCC4)cc32)c1	4.9	0.5	-1.2	0.4	0.2	1.6	9.3	4.5	3.3	-5.5
CCOC(=O)NCC(C#CCN(CC)CC)N(CC)CC (stereo not given)	-1.3	-1.4	2.5	-1.9	0.0	16.6	-2.8	-4.2	-0.7	-0.8

Exported with bars between the fields: part of the list above
Compound | PKA-R2B act | CAL PDZ FP-1 | cardiac RTF act | CAL PDZ FP-2 | LANA DNA inh | SR-BI DiI-HDL act | Rtt109 Vps75 | Keap1-Nrf2 PPI | DAGLB inh | RTF Ca sens inh
COc1ccc(CCNC(=O)CCn2c(SCC#N)nc3ccccc3c2=O)cc1OC | 5.6 | -2.4 | -0.7 | 1.2 | 1.9 | -22.4 | . | 3.8 | 3.3 | -0.7
COC(=O)CSc1nnnn1-c1ccccc1 | 7.9 | -1.4 | -0.5 | 1.8 | 0.2 | . | -1.5 | -2.8 | -1.1 | 2.7

Reprinted from the entries so far, four compounds:
SMILES	PKA-R2B act	CAL PDZ FP-1	cardiac RTF act	CAL PDZ FP-2	LANA DNA inh	SR-BI DiI-HDL act	Rtt109 Vps75	Keap1-Nrf2 PPI	DAGLB inh	RTF Ca sens inh
O=C(N/N=C/c1cccc([N+](=O)[O-])c1)c1cccc2cc[nH]c12	-0.4	-0.7	-0.1	4.7	0.9	-26.4	2.3	-1.9	-1.0	-4.4
O=C(OCn1nnc2ccccc2c1=O)c1ccc2ccccc2n1	3.4	-1.1	-0.9	-2.0	-1.2	-1.2	1.7	3.0	-1.1	-4.2
O=C(O)c1cn[nH]c1-n1cnnn1	-5.7	-1.4	-2.5	.	0.3	17.9	0.5	2.3	-0.3	-6.3
O=C(N/N=C/c1ccc(COc2ccc(Br)cc2)o1)c1ccco1	-8.2	0.1	1.1	-5.3	-0.9	-18.1	-2.8	0.6	-0.4	1.3

No enrichment for hits, and some 1.6% of all compounds hit somewhere here.
